Compound activity: PubChem BioAssay, Southern Research Specialized Biocontainment Screening Center
tuberculosis growth: growth inhibition of non-replicating M. tuberculosis (AID 488890); Mycobacterium tuberculosis non-replicating, growth inhibition; higher % means a stronger effect; 320,000 compounds, 0.39% hits; inhibition, % at 25 µM; hits with a dose series show IC50 in µM; in the data active = a potency from the dose series; inconclusive = inhibition mostly from about 82% at the one dose, without a potency; inactive = the rest, 99 in 100 with inhibition below about 76%;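 also: plate controls were DMSO cells for no effect and high antibiotic wells for full effect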
VEEV TC-83 Vero: inhibitors of VEEV TC-83 cytopathic effect, confirmation, Vero cells (AID 588727); Vero cells, VEEV TC-83 cytopathic effect inhibition; higher % means a stronger effect; one-dose inhibition, % at 20 µM; IC50 in µM for titrated hits; 350,000 compounds, 0.13% hits; in the data active = a potency from the dose series; inconclusive = inhibition mostly from about 14% at the one dose, without a potency; inactive = the rest, 99 in 100 with inhibition below about 12%; also: strong numbers were not always called active
influenza NS1A: NS1A inhibition, H1N1 influenza, cell based functional assay (AID 504329); NS1A functional cell-based assay, percent inhibition; higher % means a stronger effect; inhibition, % at 12.5 µM, or IC50 in µM where a hit was titrated; 340,000 compounds, 0.3% hits; in the data active = a potency from the dose series; inconclusive = inhibition above about 27% without an active follow-up result; also: strong numbers were not always called active
PhoP GFP inhibition: Inhibition of PhoP regulon, Salmonella typhi GFP reporter cells, confirmation, 4 h (AID 1850); Salmonella Typhi PhoP-promoter GFP reporter, fluorescence, 4 h; higher % means a stronger effect; one-dose inhibition, % at 50 µM; IC50 in µM for titrated hits; 310,000 compounds, 0.33% hits; in the data active = a potency from the dose series; inconclusive = inhibition mostly from about 25% at the one dose, without a potency; inactive = the rest, 99 in 100 with inhibition below about 19%;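 also: 0% = induced wells with vehicle and 100% = uninduced wells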
M. tuberculosis HTS: M. tuberculosis growth inhibition, HTS (AID 449762); M. tuberculosis H37Rv growth inhibition, 7H9 media; higher % means a stronger effect; inhibition, % at 25 µM; hits with a dose series show IC50 in µM; 330,000 compounds, 0.59% hits; in the data active = a potency from the dose series; inconclusive = inhibition above about 70% without an active follow-up result;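 also: bacterial growth assessed after seven days of incubation; strong numbers were not always called active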
VEEV TC-83 Vero 10K pilot screen: also measured in VEEV TC-83 Vero; calls as there; inhibition, %; measured here: 10K pilot screen inhibition
* marks the source's active call; other numbers are inactive results; i = inactive; ? = inconclusive; . = not tested or not shown.

SMILES	tuberculosis growth	VEEV TC-83 Vero	influenza NS1A	PhoP GFP inhibition	M. tuberculosis HTS	others
Cc1cccc(N2CCN(C(=O)CCS(=O)(=O)c3ccc4c(c3)oc(=O)n4C)CC2)c1C	50%	0.2%	11%	-23%	18%
O=C(NCCc1ccc(Cl)cc1Cl)C1=CC=CN2CCS(=O)(=O)N=C12	-9%	1.7%	-2%	.	5%
CN(C(=O)COC(=O)C1=COCCO1)C1(C#N)CCCCC1	13%	0.5%	5%	.	1%
CC1CC(C)CN(C(=O)c2ccc3c(c2NCCO)C(=O)c2ccccc2C3=O)C1 (stereo unspecified)	20%	4.3%	13µM*	8%	17%
Cc1cccc(C)c1NC(=S)N/N=C/c1c(Cl)cccc1Cl	-21%	0.0%	-4%	-3%	4%
CCOC(=O)c1c(NC(=O)COC(=O)c2cccnc2OCC)sc(C(=O)N(CC)CC)c1C	15%	1.7%	0%	.	2%
Clc1cccc(Nc2nc(-c3ccncc3)cs2)c1	42%	10%	2%	-2%	6%
COc1ccc(-n2nc(C(=O)NCC(=O)NC(C)C)c3ccccc3c2=O)c(OC)c1	-16%	0.5%	1%	-14%	0%
Cc1ccc(C(=O)N/C(=C\c2ccc(Cl)cc2)C(=O)NCC2CCCO2)cc1 (stereo unspecified)	-22%	0.5%	4%	-1%	4%
O=C(Nc1ccncc1Cl)c1ccncc1	1%	1.9%	-3%	-9%	-13%
NC(=O)C1CC(O)CN1c1nc(CN2CCOCC2)nc2scc(-c3ccccc3)c12 (stereo unspecified)	12%	3.3%	2%	-11%	-5%
O=C1C2CC=CCC2C(=O)N1Nc1ccccc1 (stereo unspecified)	1%	0.3%	2%	-5%	?	VEEV TC-83 Vero 10K pilot screen=0.6
O=C(Nc1cc(S(=O)(=O)N2CCOCC2)ccc1N1CCOCC1)c1cccc(S(=O)(=O)N2CCCCC2)c1	25%	1.5%	-7%	22%	0%
CC(=O)c1cccc(S(=O)(=O)NCCC(=O)O)c1	0%	1.3%	-7%	-8%	5%
COc1ccccc1NC(=O)CSc1nncn1-c1ccccc1	0%	0.4%	-2%	3%	0%
Cc1cc(NC(=O)COc2ccc(N(C)S(=O)(=O)c3ccccc3)cc2)no1	47%	1.0%	-2%	-12%	5%
CCNC(=S)NS(=O)(=O)c1ccc(F)cc1	24%	2.3%	-11%	5%	1%
COc1ccc(-c2cn[nH]c2C)cc1OC	3%	0.6%	-15%	-11%	-7%
Cc1cc2nc(N)sc2cc1[N+](=O)[O-]	-4%	1.3%	3%	-7%	2%
O=C(NC1CCCCC1)C(c1ccccc1)N1CCOCC1 (stereo unspecified)	4%	0.4%	1%	3%	4%
Cc1ccc(S(=O)(=O)N(C)S(=O)(=O)c2ccc(C)cc2)cc1	29%	i	9%	-32%	-1%	VEEV TC-83 Vero 10K pilot screen=0.8
COc1cc(C(=S)N2CCCC2)ccc1OS(=O)(=O)c1ccc(NC(C)=O)cc1	-38%	0.4%	-9%	-6%	1%
Cc1cc(C(=O)NCCN2CCOCC2)ccc1[N+](=O)[O-]	-6%	0.4%	.	-3%	2%
COc1ccc(NC(=O)c2cc(C(C)C)on2)c(OC)c1	.	3.9%	-2%	5%	-6%
O=C(Nc1ccc(OCc2ccccc2)cc1)Nc1cccnc1	59%	1.6%	2%	-6%	-5%
Cc1nn(C)c(C)c1C(C)NC(=O)c1ccc(OC2CCN(Cc3ccccn3)CC2)cc1 (stereo unspecified)	15%	i	-4%	-14%	3%
COC(=O)c1ccc(/C=N/NC(=O)c2ccc3nc[nH]c3c2)cc1	12%	2.3%	-3%	-3%	6%
Cc1ccccc1-c1nnc(SCC(=O)Nc2cccc(C)c2C)o1	21%	3.0%	1%	10%	2%	VEEV TC-83 Vero 10K pilot screen=1.8
Cc1ccc(Cn2ccc(NC(=O)c3cc(C(C)C)on3)n2)cc1	?	1.1%	5%	0%	3%
COCCNc1nc(N)c([N+](=O)[O-])c(NCc2ccccc2)n1	-3%	1.4%	0%	-10%	11%
CCC1Oc2ccc(C)cc2N(CC(=O)NCc2ccccc2OC)C1=O (stereo unspecified)	-13%	i	-5%	0%	3%
CC(=O)OC[C@H]1O[C@@H](O/N=C/[C@@H](C)[C@H](OCc2ccccc2)C(C)C)[C@H](OC(C)=O)[C@@H](OC(C)=O)[C@@H]1OC(C)=O	10%	.	.	-3%	-3%
Cc1cc(C)c(NC(=O)Cn2cc3c(n2)CCCC3)c(C)c1	5%	i	-2%	-6%	-5%
CCS(=O)(=O)Nc1ccc(C2=NN(C(=O)c3ccccc3)C(c3cccs3)C2)cc1 (stereo unspecified)	26%	5.3%	2%	-20%	53%
COc1ccc(C)cc1Nc1nc(N)c2cc(OC)c(OC)cc2n1	11%	?	6%	1%	14%
Cc1cc(OCC(=O)Nc2cccc(S(=O)(=O)NC3=NCCCCC3)c2)ccc1Cl	19%	1.2%	25%	-6%	-8%
O=C(NNC(=O)c1cc2ccccc2cc1O)Nc1ccccc1F	11%	4.0%	0%	-10%	14%
OC(C#CCN1CCOCC1)(c1ccccc1)C1CCCCC1 (stereo unspecified)	-1%	0.8%	-6%	2%	-7%
COc1cccc(-c2nc(C(N)=O)c3[nH]c(=O)n(-c4cccc(Cl)c4)c3n2)c1OC	.	8.9%	2%	-16%	-7%
O=C(CCNC(=O)c1ccccc1Cl)Nc1cccc(S(=O)(=O)N2CCCCC2)c1	.	1.6%	-14%	.	.

Retrieved by structure from above, 4 records:
SMILES	tuberculosis growth	VEEV TC-83 Vero	influenza NS1A	PhoP GFP inhibition	M. tuberculosis HTS	others
O=C(CCNC(=O)c1ccccc1Cl)Nc1cccc(S(=O)(=O)N2CCCCC2)c1	.	1.6%	-14%	.	.
CCC1Oc2ccc(C)cc2N(CC(=O)NCc2ccccc2OC)C1=O (stereo unspecified)	-13%	i	-5%	0%	3%
O=C(NNC(=O)c1cc2ccccc2cc1O)Nc1ccccc1F	11%	4.0%	0%	-10%	14%
COc1cccc(-c2nc(C(N)=O)c3[nH]c(=O)n(-c4cccc(Cl)c4)c3n2)c1OC	.	8.9%	2%	-16%	-7%

(next part)
SMILES	tuberculosis growth	VEEV TC-83 Vero	influenza NS1A	PhoP GFP inhibition	M. tuberculosis HTS	others
CCCOc1ccc(S(=O)(=O)NCCN2CCOCC2)c2ccccc12	26%	2.2%	-3%	-3%	3%
O=C(/C=C/c1cccc(F)c1)Nc1cc(S(=O)(=O)N2CCOCC2)ccc1N1CCCC1	3%	3.4%	4%	-4%	-3%
Cc1ccc(C)c(/C(O)=C2\C(=O)C(=O)N(CCCn3ccnc3)C2c2ccncc2)c1 (stereo unspecified)	-7%	0.2%	3%	4%	-6%
CN(C)CCNC=C(C(=O)Nc1ccc(Cl)cc1Cl)C(=O)Nc1ccc(Cl)cc1Cl	69%	36%	53%	14%	?
CN1CC(C(=O)c2ccc(F)cc2)C(c2c(F)cccc2Cl)C1 (stereo unspecified)	-4%	3.7%	3%	7%	-6%
CC1CCN(c2cc(=O)n(C3CCCCC3)c(=O)[nH]2)CC1	6%	0.5%	2%	-3%	-9%
COc1cc(O)c(/C=N/NC(=O)c2ccncc2)c(OC)c1[N+](=O)[O-]	56%	1.6%	8.8µM*	-44%	?
CCOc1ccc(NS(=O)(=O)c2cccc(C(=O)N(C)Cc3ccco3)c2)cc1	12%	i	2%	.	-3%
CC(C)(C)NCC(O)CON=C1c2ccccc2-c2ccccc21 (stereo unspecified)	65%	8.7%	16%	-8%	3%
NC(=O)C1CCN(C(=O)COc2ccc3ccccc3c2)CC1	-10%	0.9%	6%	2%	2%
CCn1c(=O)c2c(nc(SCC(=O)Nc3ccccc3)n2C)n(C)c1=O	-1%	0.9%	-8%	-6%	2%
O=c1c2ccccc2nc2c3ccccc3ncn12	9%	0.5%	-7%	10%	-3%
Cc1ccc(OCC(=O)Nc2ccccc2F)cc1C	?	i	4%	2%	38%
CN(c1ccccc1)S(=O)(=O)c1ccc(NC(=S)Nc2ccccc2)cc1	?	i	-6%	1%	4%
COCCNC(=O)/C(C#N)=C/c1ccc(OCc2ccccc2)cc1	24%	5.2%	0%	-1%	63%
COc1ccccc1NS(=O)(=O)c1cccc(C(=O)N/N=C/c2cn(-c3ccccc3)nc2-c2ccccc2)c1	-6%	7.7%	-9%	-3%	-1%
O=C(Nc1cccc(C(F)(F)F)c1)/C(=C\c1ccco1)NC(=O)c1cccs1	-8%	i	2%	0%	-12%	VEEV TC-83 Vero 10K pilot screen=4.0
O=C(NCCN1CCOCC1)C1CCN(S(=O)(=O)N2CCCCC2)CC1	-3%	0.0%	3%	-3%	0%
O=C(c1cc(COc2ccc(F)c(F)c2)on1)N1CCN(C/C=C/c2ccccc2)CC1	.	i	6%	.	.
CC(C)(C)C(=O)OCc1nc(-c2ccc(O)c(O)c2)cs1	79%	0.2%	.	-4%	6%
O=C1[C@H]2[C@H](C=CC[C@H]2C(=O)N2CCOCC2)CCN1Cc1ccccc1	1%	0.1%	8%	-5%	3%
NS(=O)(=O)c1ccc(CNC(=O)c2cc(-c3ccccn3)nc3ccc(Cl)cc23)cc1	7%	i	2%	3%	2%
CCOc1ccc(NS(=O)(=O)c2ccc(C(=O)NCC(c3ccc(OC)cc3)N3CCOCC3)cc2)cc1 (stereo unspecified)	17%	2.8%	-13%	-8%	34%
COc1ccc(NC(=S)NCCc2ccccc2OC)c(OC)c1	69%	1.1%	5%	7%	0%
CCOC(=O)CSc1nc(Cc2ccccc2)nc2ccccc12	34%	1.7%	-8%	17%	-2%
O=C(COC(=O)C(c1ccccc1)c1ccccc1)NCc1ccco1	67%	0.2%	6%	4%	0%
Cc1nc(NC(=O)CN2CCOCC2)sc1-c1ccccc1	29%	2.1%	-5%	-22%	4%
Cc1cc(C)c(N=Cc2c(O)c3ccccc3oc2=O)c(C)c1	-16%	4.4%	-4%	-6%	6%
CCc1[nH]nc2c1C1(C(=O)N(Cc3ccccc3)c3ccccc31)C(C#N)=C(N)O2 (stereo unspecified)	47%	0.3%	-4%	3%	-14%
COc1ccc(OC)c2c(C)cc(C)nc12	-11%	0.9%	1%	0%	0%

Next section; the last three above are carried over.
SMILES	tuberculosis growth	VEEV TC-83 Vero	influenza NS1A	PhoP GFP inhibition	M. tuberculosis HTS	others
Cc1cc(C)c(N=Cc2c(O)c3ccccc3oc2=O)c(C)c1	-16%	4.4%	-4%	-6%	6%
CCc1[nH]nc2c1C1(C(=O)N(Cc3ccccc3)c3ccccc31)C(C#N)=C(N)O2 (stereo unspecified)	47%	0.3%	-4%	3%	-14%
COc1ccc(OC)c2c(C)cc(C)nc12	-11%	0.9%	1%	0%	0%
COc1ccc(OC)c(CCNC(=O)CC2Oc3ccccc3NC2=O)c1 (stereo unspecified)	43%	3.9%	-1%	-10%	1%
COc1ccccc1-c1cc2ccccc2[nH]1	28%	6.2%	3%	-9%	4%	VEEV TC-83 Vero 10K pilot screen=4.9
C/C=C/c1ccc(OCCCCN2CCN(CC)CC2)c(OC)c1	3%	1.3%	-16%	8%	-6%
COc1ccc(CCN2C(=O)C3C4CC(C5C(C(=O)O)=NOC45)C3C2=O)cc1OC (stereo unspecified)	1%	1.3%	5%	6%	-4%
CCN(C(=O)c1cccc(NC(=O)c2ccccc2)c1)C1CCCCC1	17%	7.2%	-10%	-1%	4%
O=C(COC(=O)c1ccco1)Nc1cc(S(=O)(=O)N2CCCCC2)ccc1Cl	8%	2.5%	-12%	.	-5%
COc1ccccc1NC(=O)Nc1nnc(C(C)c2ccccc2)s1 (stereo unspecified)	22%	6.5%	-2%	-1%	6%
CC(C)c1ccc(C(N)=S)cc1	?	1.3%	3%	-2%	37%
COc1ccc(CNC(=O)COC(=O)/C=C/c2ccc(S(=O)(=O)N3CCOCC3)cc2)cc1	22%	8.2%	.	-7%	2%
Cc1noc(C)c1CSCc1ccc(Cl)cc1	22%	i	.	11%	9%
CN(CCc1ccccc1)C(=O)c1ccc(NC(=O)Cc2ccc(NC(=O)C3CCCN(C(=O)c4ccccc4)C3)cc2)cc1 (stereo unspecified)	.	1.4%	-7%	.	.
COC(=O)c1ccc2c(c1)C(C)(C)C(/C=C/c1ccccc1O)=[N+]2C	32%	i	23µM*	1%	2%
CNC(=O)CSc1nnc(-c2ccccc2F)n1CCc1ccccc1	-10%	0.3%	-14%	8%	-8%
C#CCOCCOCCOCCNc1nc(N2CCN(C(=O)Cn3cc(CC(C)O)nn3)CC2)nc(N2CCN(C(=O)[C@H](CCCCN)n3cc(CCC(=O)O)nn3)CC2)n1 (stereo partly specified)	-5%	0.3%	-3%	-2%	-8%
